PAD4 FP inh: PAD4 (human) enzyme inhibition; actives 0.41% (n = 330,000); Q9UM07; recombinant PAD4, RCA probe fluorescence polarization; inhibition, % at 6.36 µM; AID 485272;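 active = percent inhibition above a cutoff equal to the mean of all tested compounds plus 3 SD, cut at about 15% in these data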;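 also: 0% = PAD4 with RCA probe and DMSO and 100% = probe without PAD4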
MEX-5 binding: C. elegans MEX-5 TCR-2 RNA binding activity. activity score (negative = inhibition of binding), % at 10 µM. AID 1832. MEX-5/FITC-TCR2 RNA binding, fluorescence polarization; stronger effect = lower value. Q9XUB2. actives 0.38% (n = 300,000);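 active = inhibition past about -25% in most replicates, and total fluorescence under double the plate's negative control median, limit read from the data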;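 also: 0% = DMSO and -100% = 5 µM competing unlabeled TCR2 RNA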
Target sequence (Q9XUB2 whole entry, looked up): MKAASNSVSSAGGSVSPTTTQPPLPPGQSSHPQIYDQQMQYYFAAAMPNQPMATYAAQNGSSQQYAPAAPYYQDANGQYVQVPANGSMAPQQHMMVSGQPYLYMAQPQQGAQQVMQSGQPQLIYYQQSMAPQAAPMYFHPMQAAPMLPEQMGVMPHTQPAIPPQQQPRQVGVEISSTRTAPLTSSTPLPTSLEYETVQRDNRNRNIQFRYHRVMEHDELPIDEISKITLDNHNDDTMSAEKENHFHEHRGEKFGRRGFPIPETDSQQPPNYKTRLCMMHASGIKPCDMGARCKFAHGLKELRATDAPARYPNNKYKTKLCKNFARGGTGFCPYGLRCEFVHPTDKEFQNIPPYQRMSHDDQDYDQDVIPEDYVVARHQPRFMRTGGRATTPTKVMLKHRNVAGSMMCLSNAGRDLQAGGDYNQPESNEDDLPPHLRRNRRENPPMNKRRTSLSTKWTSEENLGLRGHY
Bcl-xL primary: blocks human Bcl-xL binding to Bim BH3 peptide; Q07817; GST-Bcl-xL / FITC-Bim BH3 peptide fluorescence polarization; inhibition, % at 10.9 µM; actives 0.7% (n = 320,000); AID 2129;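 active = inhibition above the mean of all tested compounds plus 3 SD, cutoff set per campaign, cut at about 30% in these data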;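 also: 0% = DMSO wells and 100% = unlabeled Bim-BH3 peptide competitor; inhibitors lower millipolarization by displacing the labeled peptide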
Fam108B counter: blocks mouse Fam108B hydrolase in RBBP9 counter-screen; recombinant Fam108B, FP-Rh probe fluorescence polarization; inhibition, % at 9.51 µM; actives 0.33% (n = 300,000);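 active = inhibition above the screen mean inhibition plus 3 SD, computed separately per campaign, cut at about 18% in these data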;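 also: inhibitors lower polarization as less probe binds the enzyme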
GSTO1 inh: blocks human GSTO1 in RBBP9 counter-screen. P78417. recombinant GSTO1, activity-based probe fluorescence polarization. inhibition, % at 5.96 µM. AID 1974. actives 1.1% (n = 300,000);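 active = inhibition above the campaign mean inhibition plus 3 SD, cut at about 35% in these data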;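 also: 0% = GSTO1-1 with DMSO and 100% = wells lacking GSTO1-1 enzyme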
Target sequence (P78417 whole entry, looked up): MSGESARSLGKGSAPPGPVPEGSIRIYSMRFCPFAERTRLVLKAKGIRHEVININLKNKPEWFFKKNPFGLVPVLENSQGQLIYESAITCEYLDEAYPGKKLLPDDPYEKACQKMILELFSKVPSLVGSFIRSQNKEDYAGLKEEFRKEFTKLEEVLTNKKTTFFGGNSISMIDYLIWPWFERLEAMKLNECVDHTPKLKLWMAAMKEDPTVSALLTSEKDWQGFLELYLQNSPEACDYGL
MCL1 BIM primary: disrupts human MCL1 binding to BIM-BH3 peptide; Q07820; GST-MCL1 / FITC-Bim-BH3 fluorescence polarization; inhibition, % at 10.9 µM; actives 0.68% (n = 320,000); AID 2057;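 active = inhibition above the mean inhibition of all tested compounds plus 3 SD, set per campaign, cut at about 40% in these data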;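 also: 0% = DMSO wells and 100% = unlabeled Bim-BH3 peptide control; higher means more loss of mP so more displacement of Bim peptide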
PME-1 primary: blocks human protein phosphatase methylesterase 1. Q9Y570. recombinant PME-1, FP-Rh probe fluorescence polarization. inhibition, % at 5.9 µM. actives 0.53% (n = 320,000);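 active = inhibition above the campaign mean of all compounds plus 3 SD, cut at about 26% in these data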;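 also: competitive labeling of PME-1 active site by serine hydrolase directed probe; 0% = PME-1 with DMSO and 100% = wells lacking PME-1 enzyme; inhibitors block probe labeling so polarization falls and inhibition rises; many of its hits are not listed in these tables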
Target sequence (Q9Y570 whole entry, looked up): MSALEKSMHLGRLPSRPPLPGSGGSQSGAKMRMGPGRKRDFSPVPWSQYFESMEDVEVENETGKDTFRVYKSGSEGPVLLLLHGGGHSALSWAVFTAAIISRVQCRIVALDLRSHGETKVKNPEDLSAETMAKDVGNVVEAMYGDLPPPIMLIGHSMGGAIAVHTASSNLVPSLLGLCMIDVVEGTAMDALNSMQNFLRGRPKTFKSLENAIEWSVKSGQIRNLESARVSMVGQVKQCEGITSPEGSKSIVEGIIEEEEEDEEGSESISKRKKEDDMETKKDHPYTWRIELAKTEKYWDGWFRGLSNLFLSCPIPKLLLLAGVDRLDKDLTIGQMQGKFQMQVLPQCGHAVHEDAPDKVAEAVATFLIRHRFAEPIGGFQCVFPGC
GLD-1 TGE inh: GLD-1-TGE RNA interaction inhibition (C. elegans); purified GLD-1 + fluorescein TGE RNA, fluorescence polarization; inhibition, % at 5.96 µM; actives 0.44% (n = 320,000);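 active = percent inhibition above a per-plate cutoff, the plate mean of test compounds plus 3 SD, cut at about 30% in these data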;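 also: 0% = DMSO wells with GLD-1 and probe and 100% = wells lacking GLD-1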
TPT1 inhibitor: blocks Candida albicans tRNA 2'-phosphotransferase | recombinant caTPT1, FP RNA substrate dephosphorylation | actives 0.81% (n = 300,000) | AID 1962 | inhibition, % at 5 µM;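 active = inhibition above the mean of all tested compounds plus 3 SD, set per screening campaign, cut at about 24% in these data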;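 also: plate controls were DMSO alone for no effect and ferristatin control at 100 nM for full effect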
* = called active by the depositor; . = no result given. An excerpt, so the mix of outcomes need not match the whole.

SMILES	PAD4 FP inh	MEX-5 binding	Bcl-xL primary	Fam108B counter	GSTO1 inh	MCL1 BIM primary	PME-1 primary	GLD-1 TGE inh	TPT1 inhibitor
N#Cc1ccccc1OCC(=O)OCC(=O)NC1CCS(=O)(=O)C1 (stereo not drawn)	1.9	.	-0.9	.	.	2.9	1.9	-1.5	.
c1ccc2c(c1)OCCc1c-2[nH]c2ccccc12	-0.7	3.7	1.8	2.4	8.2	2.2	32.9*	-2.1	-15.0
CCOc1ccc(NC(=O)CN(C)C(=O)CCN2C(=O)C3CC=CCC3C2=O)cc1OCC (stereo not drawn)	2.2	.	3.8	.	.	7.6	-4.8	-1.4	.
O=c1c2ccccc2nc2n1C(CSCc1ccc(Cl)cc1)CS2 (stereo not drawn)	-4.9	-3.1	3.0	-4.4	-6.2	3.8	10.3	-10.1	-3.8
CCC(C)NC(=O)C1CCC(CNS(=O)(=O)c2ccc3c(c2)CC(C)N3C(=O)C2CC2)CC1 (stereo not drawn)	-2.3	0.8	9.5	-0.5	-2.5	5.4	2.2	9.0	0.6
O=C(N/N=C/c1cccc(O)c1)c1cc(C2CC2)nc2ccccc12	-3.5	-1.4	2.9	3.4	11.6	4.7	-4.1	3.1	-1.6
Cc1ccc(S(=O)(=O)N2CCC(=O)N(CCOC(=O)Nc3ccccc3C)CC2)cc1	1.4	4.3	7.8	-1.7	3.4	5.2	4.7	4.4	2.5
C=CCn1c2ccccc2c2nn(C)c(=S)nc21	1.0	0.3	2.3	-0.1	-2.9	-0.2	-0.1	8.2	-0.5
CC(C)(C)c1ccc(C(=O)CSc2n[nH]c(=O)[nH]c2=O)cc1	-2.5	-0.8	7.4	-0.4	7.1	8.4	6.6	1.6	-1.3
O=C(Nc1cccc(Br)c1)c1ccccc1-c1ccccc1	1.9	1.4	6.1	-3.1	3.7	11.6	-5.0	2.1	-1.2
O=C(NC1CCCCC1)N1CCCCCCC1	-3.2	-4.5	3.9	0.7	1.9	0.8	-10.6	6.4	-2.7
Cc1ccc(N(CC(=O)N2CCOCC2)S(C)(=O)=O)cc1Cl	-0.5	1.4	5.1	0.0	2.8	1.4	6.0	10.4	0.0
O=C(c1ccco1)N1CCN(Cc2nc(-c3cccs3)no2)CC1	-7.8	-0.5	-5.7	-5.8	-0.8	-10.6	-5.6	2.5	-0.7
CCCC(=O)NC(Nc1ccc(S(=O)(=O)Nc2cc(C)on2)cc1)(C(=O)OCC)C(F)(F)F (stereo not drawn)	-7.1	0.1	3.9	2.3	-12.0	0.9	-7.0	-0.6	-0.6
Cc1cc(NC(=O)CN2CCOCC2)n(-c2ccccc2)n1	-4.3	2.5	6.5	2.6	7.2	5.3	0.8	8.6	-1.0
O=C(NCc1cn(-c2ccccc2)nc1-c1ccccc1)c1ccc([N+](=O)[O-])cc1	1.2	2.0	5.0	0.7	2.1	9.7	-2.7	5.2	-0.2
Cc1ccc(N2C(=O)Nc3cc(Cl)c(Cl)cc3N2O)cc1Cl	0.6	1.7	7.3	-1.2	9.5	3.0	0.2	5.1	-3.0
Cc1nc2sc(C(c3ccc(Cl)cc3)N3CCN(CCO)CC3)c(O)n2n1 (stereo not drawn)	-1.0	1.4	-1.7	0.8	5.8	1.1	2.4	2.8	1.3
Cc1cc(C(=O)NCC2CCCO2)n(-c2ccccc2)n1 (stereo not drawn)	5.1	-2.6	5.3	-1.3	5.6	8.8	-4.8	2.1	-3.4
COc1cc(C=O)ccc1OCCOc1ccccc1[N+](=O)[O-]	1.0	0.3	3.7	1.7	0.7	3.7	2.0	-0.4	-0.5

Brought forward from above: two entries, then new ones.
SMILES	PAD4 FP inh	MEX-5 binding	Bcl-xL primary	Fam108B counter	GSTO1 inh	MCL1 BIM primary	PME-1 primary	GLD-1 TGE inh	TPT1 inhibitor
Cc1cc(C(=O)NCC2CCCO2)n(-c2ccccc2)n1 (stereo not drawn)	5.1	-2.6	5.3	-1.3	5.6	8.8	-4.8	2.1	-3.4
COc1cc(C=O)ccc1OCCOc1ccccc1[N+](=O)[O-]	1.0	0.3	3.7	1.7	0.7	3.7	2.0	-0.4	-0.5
Cc1ccc(N2CCN(C(=O)N3CCOCC3)CC2)cc1C	0.6	0.5	-2.9	-1.0	-2.4	-5.4	-2.1	6.7	1.4
CCOc1ccc2nc(SCC(=O)NCc3ccccc3OC)[nH]c2c1	-0.4	-0.7	10.2	-0.3	8.3	3.5	0.9	-5.3	-0.9
O=C(COC(=O)c1ccc(O)cc1)NCC1COc2ccccc2O1 (stereo not drawn)	3.0	.	8.9	.	.	6.0	3.8	6.0	.
CC1CCc2c(C(=O)N3CCN(S(=O)(=O)c4cccs4)CC3)csc2C1 (stereo not drawn)	4.3	0.6	0.0	-2.7	-6.0	0.6	5.7	-6.0	0.8
Cc1ccc(Nc2ccc(NCc3ccccc3)nn2)cc1C	-3.1	2.4	5.8	4.0	-1.8	8.8	1.5	2.7	0.1
C=CCn1c(SCC(=O)NCCc2ccccc2)nc2c([nH]c3ccccc32)c1=O	-3.2	-0.1	-1.0	-4.3	4.6	-0.1	-3.2	3.0	-2.1
CCOc1ccc(NC(=S)NC(=O)/C=C/c2ccc(C)cc2)c([N+](=O)[O-])c1	1.6	-2.6	8.0	-9.1	4.3	2.4	1.9	8.7	0.0
O=C(NCc1ccccc1)C1=C[C@@H](c2ccc(Br)cc2)C[C@@H](OCc2ccc(CO)cc2)O1	0.2	3.1	-4.0	-9.0	-0.6	1.7	-9.8	-1.4	-0.9
COc1ccc(C(=O)Nc2nnc(Cc3cccs3)s2)cc1OC	-3.0	-0.5	3.8	-4.0	1.0	-8.6	-0.7	0.1	3.3
COc1ccc(Cn2c(=O)[nH]c3cc(C(=O)N4CCN(c5ccccc5F)CC4)ccc3c2=O)cc1	-2.7	-3.4	0.3	-1.1	1.5	-2.7	-7.7	6.0	0.9
CCOc1cccc(=O)c2c(C)n(-c3ccc(C(=O)O)cc3)c(C)c12	7.0	-35.7*	59.1*	13.3	24.2	86.2*	-14.5	29.4	-4.3
CCO[C@H]1OC(C(=O)NCc2nc3ccccc3[nH]2)=C[C@@H](C2CCCCC2)[C@@H]1CCCO	-3.1	0.0	3.7	-1.0	0.6	8.1	9.1	4.9	-0.2
Cc1c(NC(=S)NC(=O)C(C)(C)C)cccc1[N+](=O)[O-]	-7.8	0.6	2.2	3.4	-3.7	2.9	-1.8	5.5	0.1
CC(=O)Nc1cccc(OCCCNS(=O)(=O)c2ccc(F)cc2)c1	1.4	.	-2.9	-4.8	-6.2	-6.5	-1.5	2.9	-1.1
CC(Cc1c[nH]c2ccccc12)C(=O)NCc1ccco1 (stereo not drawn)	0.3	1.8	2.9	-2.8	-4.2	6.6	-4.7	-1.9	0.3
CCOC(=O)Nc1cc(NC(=O)OCC)c(C)nc1C	-2.3	2.2	4.2	-2.0	-5.4	-2.5	-2.3	-1.7	-3.1
Cc1ccc(F)c(NC(=O)C2CCCCC2C(=O)O)c1 (stereo not drawn)	-1.9	0.4	8.2	2.1	3.4	8.7	6.6	0.4	-4.5
Cc1cccc(C(=O)Oc2c(Br)cc(Br)cc2/C=N/NC(=O)c2ccncc2)c1	-0.4	2.9	1.3	1.2	3.0	-0.1	-1.8	0.1	-1.1
C/C(=N\N(C)C)C1=C(O)c2ccccc2C1=O	-0.9	4.2	3.9	3.1	-0.6	4.7	7.0	0.1	0.3
COc1cc2cc(CCOC(=O)c3ccc(C#N)cc3)oc(=O)c2cc1OC	-1.3	.	1.5	.	.	7.9	1.1	-3.3	.

By substructure: the compounds so far containing an aryl thioether with sulfur outside any ring
SMILES	PAD4 FP inh	MEX-5 binding	Bcl-xL primary	Fam108B counter	GSTO1 inh	MCL1 BIM primary	PME-1 primary	GLD-1 TGE inh	TPT1 inhibitor
CC(C)(C)c1ccc(C(=O)CSc2n[nH]c(=O)[nH]c2=O)cc1	-2.5	-0.8	7.4	-0.4	7.1	8.4	6.6	1.6	-1.3
CCOc1ccc2nc(SCC(=O)NCc3ccccc3OC)[nH]c2c1	-0.4	-0.7	10.2	-0.3	8.3	3.5	0.9	-5.3	-0.9
C=CCn1c(SCC(=O)NCCc2ccccc2)nc2c([nH]c3ccccc32)c1=O	-3.2	-0.1	-1.0	-4.3	4.6	-0.1	-3.2	3.0	-2.1

New compounds follow
SMILES	PAD4 FP inh	MEX-5 binding	Bcl-xL primary	Fam108B counter	GSTO1 inh	MCL1 BIM primary	PME-1 primary	GLD-1 TGE inh	TPT1 inhibitor
COc1ccc(C2C3=C(CC(C)(C)CC3=O)Oc3ncn(Cc4ccccc4)c(=N)c32)cc1 (stereo not drawn)	-2.7	0.3	3.8	-0.5	-3.9	1.9	7.1	5.4	-1.2
CCn1nc(C)c(CN2CCC(Oc3ccc(C(=O)N4CCCC4)cc3)CC2)c1C	1.3	0.2	6.5	0.9	-2.2	11.1	-4.7	5.0	0.1
CC(C)(C)OC(=O)N1CCC(c2c(C(=O)NCC3CCN(C4CCCC4)C3)cnn2-c2ccccc2)CC1 (stereo not drawn)	-3.2	-1.0	6.3	2.0	-1.1	0.8	0.4	-1.3	-0.5
O=C(O)c1cc2c(cc1NC(=O)c1ccccc1OC(F)F)OCCCO2	1.6	-0.4	1.4	0.1	-14.1	-1.1	4.9	8.3	2.5
C=CCNC(=O)/C(=C\c1ccc(Br)cc1)NC(=O)c1ccccc1OC	-0.7	-0.4	7.7	-2.7	2.9	1.5	0.3	1.0	-0.5
COc1ccc(NC(=O)c2cccnc2NCCc2ccccc2)cc1	-2.3	-0.4	-4.1	-1.3	-1.2	-2.0	6.0	2.5	-0.2
O=C(Cn1nc(-c2ccc(Cl)cc2)c2ccccc2c1=O)Nc1cccnc1	-7.1	-2.3	3.2	-1.5	-3.6	8.7	-2.6	-2.1	0.2
CCNC(=S)NNC(=O)c1ccccc1Cl	-4.9	.	-0.6	-10.8	-4.6	1.5	-3.9	2.5	0.3
COc1ccccc1CCC(=O)OCC(=O)Nc1ccc(C)c(S(=O)(=O)N2CCCCC2)c1	-4.3	-0.5	-7.6	-22.1	-3.2	-4.8	-11.8	4.1	-0.1
Cc1cccn2cc(CCNC(=O)c3ccc(Br)o3)nc12	9.6	-1.1	6.1	-2.8	2.0	7.7	-9.6	7.3	-1.2
COc1ccc(NC2CCCN(C(=O)CCc3cccc(F)c3)C2)cc1 (stereo not drawn)	-3.2	-0.3	3.8	-6.5	-0.5	7.5	0.1	4.2	-0.3
Cc1ccc(Cc2cnc(NC(=O)C3CCCO3)s2)cc1 (stereo not drawn)	-0.1	-0.8	3.8	1.6	-3.8	4.4	-1.1	3.5	-4.7
Cc1nc(-c2ccc(Cl)cc2)sc1C1(C)CC(c2ccc(Br)cc2)=NO1 (stereo not drawn)	0.4	3.6	1.1	4.1	-0.6	-0.9	-3.3	-0.9	-1.4
COC(=O)c1ccccc1S(=O)(=O)C(C)(C)C	0.0	1.7	4.5	1.0	5.1	7.5	-1.3	3.3	1.2
CC(=O)Nc1ccc2[nH]ccc2c1	-3.8	-0.7	4.1	4.2	0.9	-1.3	-3.4	0.0	4.1
CCOc1ccc(CN2CCN(C(=O)c3cccc(F)c3)CC2)cc1	1.1	1.8	4.6	-1.6	2.7	1.7	-0.4	-1.5	-0.3
Fc1ccc(NC(=S)Nc2cc(Cl)ccc2Cl)cc1	-2.0	-1.9	4.6	1.3	1.5	1.6	0.5	0.7	1.2
COc1cccc(NC(=O)CSCC(=O)O)c1	-0.8	-1.0	1.4	3.3	2.1	-3.0	2.7	4.2	1.6

Assay outcomes from PubChem BioAssay.
